# Measles CPE: protection of cells from measles virus; Measles virus-infected cells, CPE protection, absorbance; protection (pct of control), % at 4 µM; 1.5% of 140,000 active; AID 841; in the data active = protection mostly above about 24%, no sharp cut-off; inactive = mostly below about 26%; note: some compounds called inactive have numbers as strong as hits
# E-sel TNF inh: blocks E-selectin expression induced by TNF alpha; inhibition, % at 2 µM; 0.71% of 120,000 active; HUVEC TNFa-induced E-selectin immunofluorescence, high content;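 active = inhibition above the batch mean plus 3 SD, and confirmed as a hit on visual image review, cut at about 43% in these data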;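 note: 0% = TNF-stimulated DMSO wells and 100% = unstimulated control wells; not every result past the cut was called active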
# HCT116 bCat-KO: beta-catenin-lacking colon tumor cell growth suppression; HCT116 beta-catenin knockout viability, CellTiter-Glo, 60 h; hits give low values; viability, % at 10 µM; 1.5% of 140,000 active; AID 818;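 active = viability at or under a set limit, the compound median less 4 SD, cut at about 6% in these data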;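 note: 0% = Hyamine 1622 control at 20 µM and 100% = untreated cell control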
# GALR2 antag: GALR2 (human) receptor antagonism. O43603. GALR2-expressing cells, antagonist mode. inhibition, % at 4 µM. 0.39% of 140,000 active. AID 828; in the data active = inhibition above about 27%;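 note: cells stimulated with galanin 1-16 at roughly its EC80; 0% = agonist challenge control and 100% = basal control without agonist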
# Target sequence (O43603 whole entry, looked up): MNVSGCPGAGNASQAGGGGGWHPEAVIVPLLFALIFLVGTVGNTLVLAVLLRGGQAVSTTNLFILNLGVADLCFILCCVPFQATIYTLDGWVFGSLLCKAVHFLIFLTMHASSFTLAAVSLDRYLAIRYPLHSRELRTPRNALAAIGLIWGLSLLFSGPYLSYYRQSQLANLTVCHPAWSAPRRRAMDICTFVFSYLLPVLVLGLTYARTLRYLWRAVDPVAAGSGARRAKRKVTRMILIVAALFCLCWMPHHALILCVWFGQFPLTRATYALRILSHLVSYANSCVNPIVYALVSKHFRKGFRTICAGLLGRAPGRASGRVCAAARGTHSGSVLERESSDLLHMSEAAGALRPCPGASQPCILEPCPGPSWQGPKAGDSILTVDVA
# BB579 growth dn: yeast BB579 growth reduction in restrictive medium; inhibition, % at 10 µM; S. cerevisiae BB579 growth, OD615, 48 h; AID 804; 0.51% of 140,000 active;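 active = inhibition above a set limit, 3 SD over the mean compound inhibition, cut at about 44% in these data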; note: inactives centre near -24
#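 test system = yeast BB579 (DeaD) | buffer or medium = restrictive CSMM-D medium | doses = single compound dose of 10 µM, 0.25% DMSO final | times = 4 h preincubation and 48 h exposure at 30 °C | technique = culture absorbance at 615 nm | benchmarks = amphotericin B 10 µg/mL, positive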
# PTEN del growth: suppresses growth of cells with PTEN deletion. HCT116 PTEN-null viability, CellTiter-Glo, 60 h; hits give low values. 1.2% of 140,000 active. viability, % at 10 µM;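 active = viability at or below a set limit, 4 SD under the median of all tested compounds, cut at about 3.7% in these data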;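 note: PTEN knockout HCT116 line with beta catenin targeted HCT116 as companion control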
# Yeast lifespan up: extends the lifespan of yeast. S. cerevisiae growth with nicotinamide, OD615; deaD strain in restrictive glucose medium. inhibition of the nicotinamide effect, % at 10 µM. 0.68% of 130,000 active. AID 775;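 active = inhibition above a set limit, placed 3 SD over the median of all compounds, cut at about 26% in these data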;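 note: 0% = nicotinamide-treated wells and 100% = cells grown without nicotinamide; some compounds called inactive have numbers as strong as hits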
#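 System: DeaD-strain S. cerevisiae / Buffer or medium: CSMM-D, restrictive glucose (dextrose) synthetic minimal medium / Probe or stimulus: nicotinamide, 1.5 mM, co-present with compound / Compound: one concentration, 10 µM, DMSO 0.25% / Incubation: 48 h compound exposure at 30 °C, humidified / Technique: optical density (absorbance) at 615 nm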
# MRP1 act: activators of MRP-1 | AID 799 | H69AR cells + doxorubicin, viability rescue, CellTiter-Glo | viability increase, % at 10 µM | 0.61% of 140,000 active;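 active = viability gain under doxorubicin at or above a set limit, the compound median plus 3 SD, cut at about 4.7% in these data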;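 note: MRP-1 overexpressing cells given doxorubicin 25 µM after compound pretreatment; 18-22 h compound pretreatment then 72 h with doxorubicin before readout; 0% = doxorubicin-only wells and 100% = vehicle-treated cells without doxorubicin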
# Phagocytosis inh: blocks phagocytosis by macrophages. J774A.1 macrophage IgG-bead phagocytosis, imaging. inhibition, % at 5 µM. 0.07% of 110,000 active. AID 1029;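 active = inhibition above the mean of the plate negative controls plus 5 SD, cut at about 13% in these data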;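 note: phagocytic index as fraction of beads internalized from green versus red external bead signal; plate controls were DMSO negative control for no effect and cytochalasin-D positive control for full effect; some results beyond the cut were filed as inactive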
# NPY-Y2 antag: blocks the human neuropeptide Y Y2 receptor. P49146. NPY-Y2 expressing cells, antagonist mode. inhibition, % at 2.7 µM. 0.99% of 140,000 active; in the data active = inhibition above about 17%;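 note: 0% = vehicle with agonist challenge and 100% = reference antagonist with challenge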
# Target sequence (P49146 whole entry, looked up): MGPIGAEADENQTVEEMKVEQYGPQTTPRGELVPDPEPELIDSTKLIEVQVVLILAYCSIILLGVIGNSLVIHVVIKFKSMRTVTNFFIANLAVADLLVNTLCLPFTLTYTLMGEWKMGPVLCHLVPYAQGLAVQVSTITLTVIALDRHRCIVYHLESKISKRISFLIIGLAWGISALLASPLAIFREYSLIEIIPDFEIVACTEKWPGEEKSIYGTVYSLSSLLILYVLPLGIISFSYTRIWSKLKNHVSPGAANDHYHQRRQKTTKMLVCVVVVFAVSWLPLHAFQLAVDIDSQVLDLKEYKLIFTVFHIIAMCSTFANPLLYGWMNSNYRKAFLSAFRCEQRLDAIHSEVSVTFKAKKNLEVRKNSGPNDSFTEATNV
# An asterisk follows results filed as active; . = not tested or not shown.
SMILES,Measles CPE,E-sel TNF inh,HCT116 bCat-KO,GALR2 antag,BB579 growth dn,PTEN del growth,Yeast lifespan up,MRP1 act,Phagocytosis inh,NPY-Y2 antag
Cc1c(Cl)cnc(NC(=O)COC(=O)c2ccc3c(c2)OCO3)c1Cl,4,-1,96,-6,-15,107,5,-2.2,-5,5
COCCNCCOCCOc1ccc(Cl)c(C)c1,11,-12,88,-7,-28,92,-3,-0.3,.,1
O=C(NCc1ccccn1)[C@H]1C[C@@H]1[C@H](NP(=O)(c1ccccc1)c1ccccc1)c1ccccc1,8,-7,0.8*,7,1,0.6*,2,-2.2,.,-2
COc1cc(/C=C/C(=O)N2C(=O)c3cccc(N)c3C2=O)cc(OC)c1OC,9,.,4.5*,21,-6,9,-4,-6.5,-3,0
Cc1[nH]nc2c1C1(C(=O)N(Cc3ccc(Cl)cc3)c3ccccc31)C(C#N)=C(N)O2 (stereo not given),8,100*,15,2,14,22,-23,-3.2,0,2
O=C(NC1CCCCC1)N1CCCC(c2nc(-c3cccs3)no2)C1 (stereo not given),9,3,83,1,-46,93,-9,-0.3,2,10
CCn1nc(C)c(/C=N/NC(=O)Cn2nc(C)cc2C)c1C,5,-3,85,-7,-10,97,-4,-1.8,11,2
C/C(CC(=O)Nc1cc(Cl)ccc1Cl)=N\NC(=O)c1ccco1,10,-53,103,-10,-77,97,-5,-0.4,.,4
COC(=O)C(CCSC)NC(=O)CNC(=O)C1CCCCC1 (stereo not given),7,.,88,-4,-8,103,-7,1.8,-2,-1
C/C(N)=C(/C#N)C(=O)CSc1nnc(SCc2ccc(Cl)cc2)s1,5,.,67,-3,-26,68,15,-0.9,0,7
Cc1cccc(NC(=O)c2ccc([N+](=O)[O-])cc2Cl)n1,16,.,88,4,-20,88,-5,1.2,-8,2
O=C(NC1(C(F)(F)F)C(=O)Nc2c1c(=O)[nH]c(=O)n2Cc1ccco1)C1CC1 (stereo not given),2,-15,95,7,-4,95,4,-0.7,.,4
COc1cccc(-n2nc3c(-n4ncc(C#N)c4N)nnc(C)c3c2C)c1,2,-17,90,1,-1,99,.,-2.6,.,2
Cc1cccc(C)c1NC(=O)COC(=O)CCc1ccc(S(=O)(=O)N2CCCCC2)cc1,10,-8,101,6,-10,108,-3,2.3,0,2
COC(=O)COc1ccc(S(=O)(=O)NCc2cccnc2)cc1C,5,-14,100,6,-15,109,-3,-0.3,-2,2

# The last two records of the part above lead into the next.
SMILES,Measles CPE,E-sel TNF inh,HCT116 bCat-KO,GALR2 antag,BB579 growth dn,PTEN del growth,Yeast lifespan up,MRP1 act,Phagocytosis inh,NPY-Y2 antag
Cc1cccc(C)c1NC(=O)COC(=O)CCc1ccc(S(=O)(=O)N2CCCCC2)cc1,10,-8,101,6,-10,108,-3,2.3,0,2
COC(=O)COc1ccc(S(=O)(=O)NCc2cccnc2)cc1C,5,-14,100,6,-15,109,-3,-0.3,-2,2
Cc1ccc(S(=O)(=O)Nc2ccc3c(c2)CCC3)cc1,15,-13,81,11,-40,84,9,-0.4,-6,0
Fc1cccc(/C=N/Nc2ncnc3nc[nH]c23)c1,5,15,54,-4,-47,62,1,-2.8,.,0
Cc1cc(C)n(-c2nc3ccccc3nc2N2CCN(C(=O)c3ccc(Cl)cc3)CC2)n1,18,-16,92,-15,-41,81,2,-3.0,0,2
COc1ccc2cc(C(=O)N3CCCCCC3)sc(=O)c2c1OC,8,.,96,-2,4,91,-4,-5.3,0,0
C#CCOC(=O)C(NC(=O)c1ccccc1)=C(C)C,26,3,88,9,3,91,-1,-1.6,0,5
COc1ccc(-n2sc3c(c2=S)-c2cc(OC)ccc2NC3(C)C)cc1,7,1,80,-1,-48,77,-15,-1.6,0,-3
O=C(Nc1ccc2c(c1)OCCO2)C1c2ccccc2C(=O)N2CCc3ccccc3C12 (stereo not given),3,0,96,-1,-20,104,-11,0.4,.,2
O=C(NNC(=O)C1[C@H]2CCCC[C@@H]12)NC1CCCCC1 (stereo not given in full),12,.,92,5,-44,97,2,3.3,-3,1
COc1cccc(C(=O)COC(=O)c2ccc(NC(C)=O)cc2)c1,7,17,97,-9,-17,97,-5,-0.3,2,-4
Cc1ccc(S(=O)(=O)c2ccccc2)cc1S(=O)(=O)N1CCOCC1,25,4,106,-2,-15,88,.,-2.2,.,7
CC(C)(C)c1cc(=O)n2c(nc3ccccc32)[nH]1,11,11,58,12,-21,55,-13,-3.4,1,0
CC(=O)NCCOc1cccc(OCCNC(C)=O)c1,7,23,93,-9,-31,98,-1,-0.3,.,1
Cn1c(=O)[nH]c(=O)c2c1nc(NCCCO)n2CCCc1ccccc1,28,.,95,-10,-14,88,-10,-0.7,.,1
O=C(Nc1ccc(NC(=O)C2CCCN2C(=O)OCc2ccccc2)cc1)c1ccco1 (stereo not given),25,-15,93,6,-69,107,-1,-0.5,1,-1
CC(C)C1CC(=O)NC(SCC(=O)Nc2ccc(Br)cc2)=C1C#N (stereo not given),4,.,94,7,-32,85,-9,0.1,-1,0
O=C(CN(c1ccc(F)cc1)S(=O)(=O)c1ccc2c(c1)OCCO2)Nc1cccnc1,9,-28,81,-7,-26,79,-11,-1.4,1,-4
O=C(CSc1ccccc1)Nc1ccccc1N1CCOCC1,18,2,95,2,-37,90,14,-4.1,1,0
COc1cc(NC(=O)C2CCN(S(=O)(=O)c3cnc[nH]3)CC2)cc(OC)c1OC,5,-1,92,-9,-71,120,0,0.1,0,3
Cc1ccc(S(=O)(=O)N2CCN(C(=O)N3CCOCC3)C2C(C)C)cc1 (stereo not given),33,.,101,-8,-43,96,-18,-2.0,-1,3
Fc1ccc(Sc2cc(Cl)c(-c3ccccc3)nn2)cc1,9,.,82,8,-22,87,17,-3.0,.,5
CCOc1ccccc1C(=O)N(Cc1ccco1)C1CCS(=O)(=O)C1 (stereo not given),0,.,100,-21,-56,96,-1,-1.2,0,-2
O=[N+]([O-])c1cccc(/C=N\N2CCN(c3ccc(Cl)cc3)CC2)c1,21,.,101,-5,-16,99,.,1.6,.,-1
O=C1C2CCCN2C(c2ccc(F)c(F)c2)N1c1cccc(Cl)c1 (stereo not given),2,.,92,8,-12,93,-8,-2.1,2,1
CCOC(=O)COn1c(=O)c(-c2cc3ccccc3o2)[n+]([O-])c2ccccc21,5,-10,85,17,-2,88,-24,-3.5,.,-1
CCN=C1S/C(=C\c2ccc(OC)c(OCC)c2)C(=O)N1CC,8,6,95,4,-23,94,0,-3.7,-6,3
CC(C)C(NC(=O)OCc1ccccc1)C(=O)NCc1ccc(C(=O)O)cc1 (stereo not given),19,.,94,11,-32,99,0,-1.1,-13,2
Cc1cccc(NC2=C(NC(=O)c3ccccc3)C(=O)c3ccccc3C2=O)c1,5,.,3.6*,-1,1,4,-3,-4.6,-1,-4
COCCN(CCOC)S(=O)(=O)c1ccc(C(=O)NC2CCN(Cc3ccccc3)CC2)cc1,19,-47,62,3,-19,83,-1,-0.3,-1,5
O=C(c1cccc2ccccc12)N1CCC(N2CCN(c3ccccc3)CC2)CC1,3,11,76,12,-35,87,-5,-1.4,.,-3
CCOc1ccc2oc(C(=O)Nc3ccc(N4CCOCC4)cc3)c(C)c2c1,9,11,77,-20,-13,76,-12,-2.3,0,3
Cc1ccc(OCc2nnc(SCC(=O)c3cccc([N+](=O)[O-])c3)n2C)cc1,26,-24,98,-4,-10,101,-18,0.6,0,2
CCOC(=O)CCCCC(=O)c1[nH]c(=O)[nH]c1Cn1cnc2ccccc21,9,-10,101,-8,-24,100,5,-0.2,0,-1
O=C(Cc1ccccc1)Nc1nc(-c2cccc([N+](=O)[O-])c2)cs1,35,-3,83,-12,-18,86,-1,-1.8,1,1
Cc1ccc(C(=O)COC(=O)CN2C(=O)C3C4CCC(C4)C3C2=O)cc1[N+](=O)[O-] (stereo not given),9,.,90,2,-14,94,16,0.0,-10,0
Cc1nn(CCCC(=O)N2CCc3ccccc3C2)c(=O)c2cc3sccc3n12,5,-5,94,11,-9,80,-9,1.3,0,8
Cc1nc(SC2CC(=O)N(c3ccccc3)C2=O)nc2c1CCCC2 (stereo not given),75*,.,84,-5,-5,75,-11,-3.2,-2,21*
COc1cc(C2Nc3ccccc3C(=O)N2c2ccccc2)c(Br)cc1OCC(=O)O (stereo not given),8,-6,106,1,-14,102,-4,-0.5,10,1
Cc1ccc(-n2c(SCC(=O)Nc3ccc4c5c(cccc35)CC4)nc(O)c(C)c2=O)cc1,11,.,95,3,-7,89,1,-0.4,-6,4
CCN(CC)S(=O)(=O)c1ccc(N2CCN(c3cccc(OC)c3)CC2)c([N+](=O)[O-])c1,3,.,63,7,-28,66,12,-0.9,-3,1
Cc1ccc(NC(=O)CN2C(=O)C3C4C=CC(C4)C3C2=O)cc1S(=O)(=O)N(C)C (stereo not given),14,.,81,6,-8,93,2,-1.9,-11,-3
c1ccc2cc3[nH]c(CN4CCCCC4)nc3cc2c1,10,.,79,.,14,79,-8,-3.1,0,.
COc1ccc(CCNc2oc(-c3ccccc3OC)nc2C#N)cc1,5,0,95,12,-34,104,-13,-1.0,0,10
O=C(CCCC(=O)OCC(=O)c1ccc(F)cc1)Nc1cc(C(F)(F)F)ccc1Cl,21,-30,85,-7,-20,80,-9,-3.5,.,3
Cc1oc2c(c1C(=O)NCCCC(=O)O)CCCC2,21,52,82,-3,1,84,-14,-1.5,1,4
CS(=O)(=O)n1nc(OC(=O)c2cccc3ccccc23)cc1N,6,.,78,12,-2,87,-4,-2.4,1,3
C/C(=N/NC(=O)c1cc2ccccc2cc1O)C1C(=O)c2ccccc2C1=O,28,-8,58,-3,-39,76,1,-2.5,0,-3
CCc1nnc(NC(=O)CSc2nc(-c3ccc(OC)cc3)ns2)s1,10,-22,93,6,5,85,-4,-1.9,-1,-1
O=C(CCSc1ccccc1)Nc1nc2c(s1)CCCC2,3,2,67,-20,-52,71,-6,-1.1,0,11
CC(C)(C)N1C(=O)c2ccccc2NC(=O)N1Cc1ccccc1,26,-5,89,-8,2,99,0,-0.6,.,5
O=C(CCN1CCOCC1)Nc1c(-c2ccccc2)c2cc(Br)ccc2[nH]c1=O,5,18,93,-5,-7,86,-22,-1.7,-1,1
Cn1c(SC2=CS(=O)(=O)c3ccccc32)nc2ccccc21,11,62*,2.5*,23,-33,1.4*,-13,-6.1,.,1
O=C(c1ccc(COc2ccccc2Cl)o1)N1CCN(c2ccccc2)CC1,6,2,57,-18,-17,58,-5,-4.4,-1,14
COc1ccc2c(c1O)Cc1ccccc1C2=O,7,12,76,-9,-32,82,4,-3.6,-4,2
OCCN1CCN(CC#CCn2c3ccccc3c3ccccc32)CC1,3,14,76,12,-17,75,-8,-2.2,-1,7
COc1cc(-c2nnc(-c3ccc(N4CCOCC4)cc3)o2)cc(OC)c1OC,8,-5,74,-10,-14,76,-30,-2.3,.,1

# Bioassay records deposited in PubChem by several laboratories.
